procasp3 activ: activators of human procaspase-3 D3A mutant, primary screen, biochemical, absorbance, PC-3 D3A mutant, single concentration; Caspase-3 (Homo sapiens), P42574; recombinant procaspase-3 D3A, Ac-DEVD-pNA absorbance 405 nm; activation, % at 8.5 µM; actives 0.11% (n = 330,000);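 active = activation above the mean of all tested compounds plus 3 SD, cut at about 21% in these data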;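 also: 0% = DMSO alone and 100% = DMSO wells spiked with extra 5 µM PC-3 D3A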
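Assay system: Procaspase-3 D3A mutant, all three cleavage aspartates alanine. Buffer or medium: Zinc-free HEPES saline buffer with Triton X-100. Times: 1 h compound preincubation, 2 h substrate hydrolysis at 25 °C. Measured by: 405 nm absorbance of p-nitroaniline, reads at 0 and 120 min. Read-out basis: percent activation relative to control range. Replicates: singlicate.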
GASC-1 inh: inhibitors of GASC-1 histone demethylase, primary screen, biochemical, fluorescence, DELFIA europium; Lysine-specific demethylase 4C (Homo sapiens), Q9H3R0; GST-JMJD2C(1-420) H3K9me3 demethylation; inhibition, % at 2.35 µM; actives 0.069% (n = 330,000);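 active = more than half of a compound's replicate wells show inhibition beyond 50%, single wells judged on their own value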;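 also: signal counts dimethyl H3K9 product captured on neutravidin plate; 0% = median of DMSO wells and 100% = 0.3 times that DMSO median; strong numbers were not always called active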
Target sequence (Q9H3R0 1-420 limits assumed): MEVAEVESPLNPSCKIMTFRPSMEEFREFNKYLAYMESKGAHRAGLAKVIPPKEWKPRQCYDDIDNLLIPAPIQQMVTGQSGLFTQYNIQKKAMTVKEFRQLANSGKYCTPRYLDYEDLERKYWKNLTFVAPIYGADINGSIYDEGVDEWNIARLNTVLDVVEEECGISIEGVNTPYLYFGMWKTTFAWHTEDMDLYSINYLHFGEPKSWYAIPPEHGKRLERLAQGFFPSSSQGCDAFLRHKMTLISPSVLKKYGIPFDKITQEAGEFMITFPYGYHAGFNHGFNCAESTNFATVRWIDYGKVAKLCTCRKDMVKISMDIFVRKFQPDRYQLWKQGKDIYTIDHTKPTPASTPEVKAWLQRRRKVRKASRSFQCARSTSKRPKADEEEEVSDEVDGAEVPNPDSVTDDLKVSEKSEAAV
CTSL1 counter: Fasciola hepatica cathepsin L1 inhibitors, primary screen, counter-screen for PFM18AAP inhibitor project, biochemical, QFRET, fluorogenic peptide substrate; inhibition, % at 5.96 µM; recombinant F. hepatica cathepsin L1, Z-Leu-Arg-MCA fluorescence; actives 0.49% (n = 300,000);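 active = inhibition above the mean of all tested compounds plus 3 SD, set per screening campaign, cut at about 17% in these data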;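 also: 0% = plate median of test compound wells and 100% = 1 µM Z-Phe-Ala-diazomethylketone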
procasp7 counter: procaspase-7 activators, primary screen, counter-screen for procaspase-3 activator project, biochemical, absorbance, HTS, human; AID 463210, 2010; recombinant procaspase-7, Ac-DEVD-pNA absorbance 405 nm; D23A/D198A/D206A triple mutant, cannot self-cleave; scale: DMSO 0, 5 µM enzyme 100; Caspase-7 (Homo sapiens), P55210; actives 0.093% (n = 330,000); activation, % at 8.5 µM;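 active = percent activation above the screen-wide mean plus 3 SD, cut at about 25% in these data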
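Material: Procaspase-7 triple mutant (PC-7 D3A) | Quantity: 2 µM procaspase-7 mutant as dispensed | Reagent: DEVD-pNA substrate | Times: 1 h preincubation, 2 h reaction | Technique: 405 nm absorbance of p-nitroaniline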
core dimer inh: inhibitors of HCV core protein dimerization, primary screen, biochemical, TR-FRET, high-throughput; TR-FRET GST/Flag-core106 dimerization, 1536-well; AID 1899, 2009; inhibition, % at 5 µM; actives 0.33% (n = 300,000);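 active = inhibition above the mean of all tested compounds plus 3 SD, set per screening campaign, cut at about 45% in these data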
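Material: GST/Flag-tagged HCV core106 proteins. Incubation: 4 h, 22.5 °C incubation. Read-out basis: inhibition (%) from 671 over 617 nm ratio. Measured by: TR-FRET, excitation 340 nm, emission 617 and 671 nm.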
PP1 inh: PP1-alpha phosphatase inhibitors, primary screen, counter-screen for PP5 inhibitor project, biochemical, fluorescence, OMFP substrate, single point. Serine/threonine-protein phosphatase PP1-alpha catalytic subunit (Homo sapiens), P62136. purified PP1alpha. inhibition, % at 6.7 µM. actives 0.9% (n = 320,000). AID 2235, 2010;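 active = inhibition above the mean inhibition of all tested compounds plus 3 SD, computed separately for each screening campaign, cut at about 15% in these data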
Efflux pump mplx: inhibitors of Candida efflux pumps in yeast, primary screen, S. cerevisiae, Nile Red, multiplex | S. cerevisiae Candida pump triplex | inhibition, % at 10 µM | actives 0.44% (n = 330,000) | AID 485275, 2010;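 active = plate passing quality check with inhibition over a set limit, or well fluorescence over plate mean plus 4 SD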;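 also: Nile Red retained in pooled yeast measured as flow cytometry median fluorescence; 0% = buffer negative control and 100% = Enniatin B positive control; higher means more Nile Red kept so more efflux inhibition; some compounds called inactive have numbers as strong as hits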
PP5 inh: PP5 phosphatase inhibitors, primary screen, biochemical, fluorescence. Serine/threonine-protein phosphatase 5 (Homo sapiens), P53041. purified PP5c, OMFP substrate fluorescence. inhibition, % at 6.7 µM. actives 0.18% (n = 320,000). AID 1987, 2009;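 active = inhibition above the campaign's mean inhibition across all tested compounds plus 3 SD, cut at about 9.5% in these data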;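 also: 0% = DMSO only and 100% = 100 µM cantharidin control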
Target sequence (P53041 whole entry, looked up): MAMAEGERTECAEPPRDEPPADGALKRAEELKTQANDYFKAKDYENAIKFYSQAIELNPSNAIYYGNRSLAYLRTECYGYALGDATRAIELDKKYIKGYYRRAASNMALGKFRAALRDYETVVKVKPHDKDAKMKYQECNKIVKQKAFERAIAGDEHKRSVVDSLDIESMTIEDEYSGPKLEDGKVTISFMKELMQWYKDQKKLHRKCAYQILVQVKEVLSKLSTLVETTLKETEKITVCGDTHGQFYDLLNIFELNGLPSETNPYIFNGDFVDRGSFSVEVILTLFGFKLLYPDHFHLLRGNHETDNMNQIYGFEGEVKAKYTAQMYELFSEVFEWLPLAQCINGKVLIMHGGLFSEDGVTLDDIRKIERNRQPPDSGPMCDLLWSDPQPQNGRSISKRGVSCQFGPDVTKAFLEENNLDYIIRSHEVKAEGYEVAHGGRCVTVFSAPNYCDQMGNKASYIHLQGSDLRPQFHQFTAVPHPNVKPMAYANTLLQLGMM
TPT1 inhibitor: Candida albicans TPT1 enzyme inhibitors, primary screen, biochemical, fluorescence polarization; recombinant caTPT1, FP RNA substrate dephosphorylation; inhibition, % at 5 µM; actives 0.81% (n = 300,000); AID 1962, 2009;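 active = inhibition above the mean of all tested compounds plus 3 SD, set per screening campaign, cut at about 24% in these data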;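 also: plate controls were DMSO alone for no effect and ferristatin control at 100 nM for full effect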
* marks the source's active call; other numbers are inactive results; · = no result given; & = joins results of further samples.

Every second line gives: PP5 inh	PP1 inh	CTSL1 counter	GASC-1 inh	procasp3 activ	TPT1 inhibitor	core dimer inh	procasp7 counter	Efflux pump mplx
CCOc1ccccc1CNC(=O)CCCc1cn(C)c2ccccc12
  1.8	1	1	12	6	3	10	1	0.2
O=C(O)CCc1cccnc1
  0.3	1	-1	-5	0	-4	7	3	0.3
Nc1nc(=S)n(-c2ccccc2)[nH]1
  0.0	-2	3	11	-12	0	-2	-21	-0.1
CCOc1ccccc1NC(=S)N1CCC(NC(=O)c2ccco2)CC1
  3.1	-2	1	4	3	1	0	-2	0.1
O=C(c1ccccc1NS(=O)(=O)c1ccccc1[N+](=O)[O-])N1CCOCC1
  -2.1	-2	-3	-14	-2	1	-7	7	0.0
COc1ccc(-c2ccc(-c3noc(-c4cccc(OC)c4)n3)c(OC)n2)cc1
  -1.8	-3	0	-17	2	1	-3	-3	0.1
O=C(/C=C\Nc1ccccn1)c1ccccc1
  -1.0	-3	2	-4	-3	-1	0	3	0.0
CC(C)CCNc1ncnc2c1nnn2Cc1ccccc1
  5.5	-2	-4	-1	5	-2	7	1	-0.3
COc1cccc(NC(=O)Cc2ccccc2)c1
  2.1	5	-1	15&0	7	2	-7	-1	-0.1
O=C(Cn1cnc2ccccc2c1=O)Nc1ccc2c(c1)CCC2
  1.9	2	1	44	-2	-4	3	-3	-0.1
Cc1nnc(NN)n(N)c1=O
  0.3	-4	-3	24	1	-1	1	-8	0.1
Cc1cc(C)nc(SCCC(=O)Nc2ccccc2Cl)n1
  -1.2	-1	-1	25	1	2	1	6	0.0
COc1ccnc(CN(C)C(=O)C2CCC(=O)N(Cc3cccc(C(F)(F)F)c3)C2)c1 (configuration not stated)
  1.9	-5	-6	6	-3	-4	4	7	0.0
CSc1ccccc1NC(=O)CN(C)CC(=O)Nc1ccc(Cl)cc1[N+](=O)[O-]
  3.5	-2	-1	·	-5	4	-3	9	-0.1
CC(C)C(c1nnnn1Cc1ccc2c(c1)OCO2)N1CCN(C)CC1 (configuration not stated)
  0.1	-1	1	-1	7	1	-4	-7	-0.1
CCCCOc1ccc(/C(N)=N/O)cc1
  2.2	-6	-2	4	4	-2	5	-2	-0.1
Cc1cc(C)cc(NC(=S)/C(=C(\[O-])c2ccc(Cl)cc2Cl)[n+]2ccc(C(C)(C)C)cc2)c1
  -2.6	2	-7	5	-2	-1	15	-3	0.0
COc1cc(F)ccc1S(=O)(=O)N1CCN(c2ccccc2)CC1
  0.1	-71	-2	4	-2	-1	8	0	0.1
CC1=CC(C)C2C(=O)N(O)C(=O)C2C1 (configuration not stated)
  -0.9	-2	0	-19	-11	-2	-5	4	0.0
CCN(CC(=O)NC(=O)NC1CCCCC1)Cc1ccccc1
  3.5	6	-3	-11	-11	-1	5	2	0.3

One compound at a time (already shown). Screens in order: PP5 inh, PP1 inh, CTSL1 counter, GASC-1 inh, procasp3 activ, TPT1 inhibitor, core dimer inh, procasp7 counter, Efflux pump mplx
Shown for Cc1cc(C)nc(SCCC(=O)Nc2ccccc2Cl)n1 = -1.2, -1, -1, 25, 1, 2, 1, 6, 0.0
Shown for Nc1nc(=S)n(-c2ccccc2)[nH]1 = 0.0, -2, 3, 11, -12, 0, -2, -21, -0.1

(further entries)
Every second line gives: PP5 inh	PP1 inh	CTSL1 counter	GASC-1 inh	procasp3 activ	TPT1 inhibitor	core dimer inh	procasp7 counter	Efflux pump mplx
O=C(N1CCN(c2ccccc2F)CC1)C1(c2cccs2)CCOCC1
  2.1	3	-2	-34	-4	0	-7	-4	0.3
CC(NC(=O)Cn1cc(C(=O)C2CC2)c2ccccc21)c1ccccc1 (configuration not stated)
  1.1	-3	-5	-6	-1	-6	-1	-3	0.0
COc1ccccc1CNC(=O)COC(=O)c1cc(C)nc2ccccc12
  ·	·	·	-4	13	·	·	-3	0.2
CCN(C[C@H]1N[C@@](CC)(C(=O)OC)[C@H]2C(=O)N(Cc3ccccc3)C(=O)[C@@H]12)S(=O)(=O)c1ccc(-c2ccccc2)cc1
  ·	·	·	20	-1	·	·	10	-0.2
O=C(O)c1ccccc1NS(=O)(=O)c1cccc(NS(=O)(=O)c2cc(Br)ccc2Br)c1
  ·	·	·	4	9	·	·	-9	-0.1
O=S(=O)(NCCc1c[nH]c2ccccc12)c1ccccc1
  1.3	1	2	-4	6	1	-11	1	-0.2
CCn1cc(/C=C(\NC(=O)c2ccccc2F)C(=O)NCCCn2ccnc2)c2ccccc21
  -2.8	-2	4	-6	3	-2	3	15	0.0
CCn1c(COc2ccccc2C)nnc1SCC(=O)NC1CCCC1
  3.9	-2	-3	5	3	1	-2	6	0.0
CN(C)S(=O)(=O)c1cccc(NC(=S)NCCCn2ccnc2)c1
  1.7	0	17*	-9	3	0	-10	9	-0.1
COc1cccc2c(=O)cn[nH]c12
  -2.1	-5	1	-9	-9	-4	0	13	0.0
CC(=O)Nc1ccc(S(=O)(=O)Nc2ccc(S(=O)(=O)N3CCCC3)cc2)cc1
  0.4	-5	-2	5	9	3	-4	-7	-0.1
CC1CCCCC1NC(=S)NC(=O)c1ccccc1Cl (configuration not stated)
  ·	·	·	-2	3	·	·	0	0.1
Cc1ccc(NC(=O)C(=O)NCC2CCCN2S(=O)(=O)c2cccs2)cc1C (configuration not stated)
  -0.9	-3	-4	5	6	4	8	0	0.1
Cc1cc(C)cc(NC(=O)CN(c2ccc(F)cc2)S(C)(=O)=O)c1
  4.7	0	0	-4	-6	2	-2	4	0.2
O=C(CSc1nnc(-c2cccnc2)n1-c1ccc(SC(F)F)cc1)N1CCCc2ccccc21
  4.7	2	2	22	-2	-4	2	-4	0.7
COc1ccccc1N(Cc1ccccc1)S(=O)(=O)c1cccc(C(=O)Nc2ccc(C(C)=O)cc2)c1
  0.2	1	4	-4	-5	0	22	-1	-0.3
COc1ccc(C2CC(=O)C(C=NCCO)=C(O)C2)cc1OC (configuration not stated)
  -0.5	-2	-1	3	-3	3	-3	-2	0.2
Cc1ccc(CSc2[nH]c(=O)ncc2C)cc1
  1.3	-2	1	-44	10	0	-1	2	0.4
CN(c1nc2c(c(=O)n(C)c(=O)n2C)n1CC(=O)c1ccccc1)C1CCCCC1
  3.2	-1	2	·	-6	1	10	-4	0.3
O=C(Nc1ccccc1C(=O)Nc1nncs1)c1ccccc1
  -1.3	1	0	-41	1	-5	-4	2	-0.1

Four entries from above, field by field.
O=C(O)c1ccccc1NS(=O)(=O)c1cccc(NS(=O)(=O)c2cc(Br)ccc2Br)c1
  PP5 inh: ·
  PP1 inh: ·
  CTSL1 counter: ·
  GASC-1 inh: 4
  procasp3 activ: 9
  TPT1 inhibitor: ·
  core dimer inh: ·
  procasp7 counter: -9
  Efflux pump mplx: -0.1
O=S(=O)(NCCc1c[nH]c2ccccc12)c1ccccc1
  PP5 inh: 1.3
  PP1 inh: 1
  CTSL1 counter: 2
  GASC-1 inh: -4
  procasp3 activ: 6
  TPT1 inhibitor: 1
  core dimer inh: -11
  procasp7 counter: 1
  Efflux pump mplx: -0.2
COc1ccccc1N(Cc1ccccc1)S(=O)(=O)c1cccc(C(=O)Nc2ccc(C(C)=O)cc2)c1
  PP5 inh: 0.2
  PP1 inh: 1
  CTSL1 counter: 4
  GASC-1 inh: -4
  procasp3 activ: -5
  TPT1 inhibitor: 0
  core dimer inh: 22
  procasp7 counter: -1
  Efflux pump mplx: -0.3
O=C(CSc1nnc(-c2cccnc2)n1-c1ccc(SC(F)F)cc1)N1CCCc2ccccc21
  PP5 inh: 4.7
  PP1 inh: 2
  CTSL1 counter: 2
  GASC-1 inh: 22
  procasp3 activ: -2
  TPT1 inhibitor: -4
  core dimer inh: 2
  procasp7 counter: -4
  Efflux pump mplx: 0.7

The results go on:
Every second line gives: PP5 inh	PP1 inh	CTSL1 counter	GASC-1 inh	procasp3 activ	TPT1 inhibitor	core dimer inh	procasp7 counter	Efflux pump mplx
CN(C)CCCn1c(-c2ccccc2)nc(=S)c2c1CCCC2
  -2.3	-6	2	0	-2	2	-1	-1	0.0
CC1CCN(C(=O)Nc2cccc(NC(=O)N3CCC(C)CC3)c2)CC1
  1.9	-1	1	-1	-6	-2	3	2	0.1
CCOc1ccc(N(CC(=O)NCCC2=CCCCC2)S(=O)(=O)c2ccccc2)cc1
  4.4	3	0	2	1	0	10	5	0.1
CC#CC(=O)N1CCC(CCc2ccccc2)(C(=O)OCC)CC1
  -1.1	0	-2	5	-1	2	4	15	0.0
O=C1C2C3C=CC(C4CC34)C2C(=O)N1/N=C/c1ccc(-c2ccccc2[N+](=O)[O-])o1 (configuration not stated)
  3.0	2	0	-6	3	-6	23	-5	1.2
COc1ccccc1N1CCN(C(=O)CCNC(=O)Cn2ccc3ccccc3c2=O)CC1
  -0.3	-3	-2	-12	4	-2	-2	4	-0.1
CN1c2ccccc2C(C)(C)C12CC(c1ccc(S(=O)(=O)N3CCCCC3)cc1)=NO2 (configuration not stated)
  1.0	2	-3	6	3	-3	43	-5	-0.1
COc1ccccc1C1C(C#N)=C(N)Oc2cc(C)n(Cc3ccccn3)c(=O)c21 (configuration not stated)
  1.3	-1	0	-5	-5	0	0	9	-0.1
Cc1cc2c(SCC(=O)N3CCN(c4ccccc4)CC3)ncnc2s1
  -0.8	-1	-2	6	2	2	7	3	0.0
O=C(O)c1nccnc1C(=O)Nc1ccccc1-c1ccccc1
  0.6	-6	-3	0	2	-2	0	7	-0.1
CCCC(C(=O)O)N1C(=O)/C(=C/c2cccn2C)SC1=S (configuration not stated)
  1.9	1	10	22	8	107*	-2	-14	0.0
O=C(COC(=O)CC1CC2CCC1C2)Nc1cccc(S(=O)(=O)NC2=NCCCCC2)c1 (configuration not stated)
  0.4	-1	-3	13	4	-1	-2	-3	0.3

Compound activity from PubChem BioAssay.
